Pol eta inh: DNA polymerase eta (human) inhibition. Q9Y253. recombinant Pol eta, fluorescent DNA replication assay. Potency, µM (top dose mostly 114 µM), for inactives: at the highest dose activity change, negative = inhibition, hits mostly inhibitors. 1.2% of 390,000 active. AID 588591; also: potency is read from the fitted curve at half-maximal effect; % is scaled to controls: 0 for no effect and ±100 for the full control effect
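Pol eta at 10 nM preincubated with compounds 15 min at room temperature; reaction started with fluorescent substrate (50 nM final) and read kinetically at 0 and 10 min.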
BLM inh: inhibitors of human Bloom syndrome helicase BLM; P54132; recombinant BLM DNA unwinding, fluorescence dequenching; Potency, µM (highest dose often 56.1 µM), for the others: top-dose activity change, negative = inhibition, actives largely listed as inhibitors; 0.2% of 350,000 active; AID 2528;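 also: potency is read from the fitted curve at half-maximal effect; plate controls were vehicle for no effect and no enzyme for full effect; nearly all actives have a fitted effect of over 35% in size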
APE1 inh: inhibitors of human APE1 endonuclease; Potency, µM (series often up to 65.8 µM), for the others: top-dose activity change, negative = inhibition, usual class: inhibitors; 0.35% of 350,000 active; AID 2517; P27695; recombinant APE1, TAMRA/BHQ-2 abasic DNA cleavage fluorescence;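 also: potency is read from the fitted curve at half-maximal effect; plate controls were vehicle for no effect and reference inhibitor for full effect; nearly all actives have a fitted effect of over 55% in size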
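Activity was derived from the fluorescence gain between first and third kinetic reads (60 s intervals, ex 525/em 598 nm) after 50 nM THF-abasic TAMRA/BHQ-2 duplex was added to 0.75 nM APE1 preincubated 15 min with compound.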
Pol kappa inh: DNA polymerase kappa (human) inhibition; AID 588579; Potency, µM (series often up to 107 µM), inactives show top-dose activity, negative = inhibition, hits mostly inhibitors; purified Pol kappa, fluorescent DNA synthesis assay, 10 min; 0.53% of 400,000 active; also: potency is read from the fitted curve at half-maximal effect; % is scaled to controls: 0 for no effect and ±100 for the full control effect
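Kinetic fluorescence readout at 0 and 10 min followed reaction start with substrate at 50 nM final. Beforehand, enzyme (10 nM Pol kappa) stood 15 min with compound at room temperature; buffer-only wells were negative controls.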
POLI inh: inhibitors of human DNA polymerase iota; AID 588590; 1% of 390,000 active; Pol iota fluorescent replication assay, 10 min; Potency, µM (series often up to 115 µM), for inactives: at the highest dose activity, negative = inhibition, usual class: inhibitors; Q9UNA4; also: potency is read from the fitted curve at half-maximal effect
Target sequence (Q9UNA4 whole entry, looked up): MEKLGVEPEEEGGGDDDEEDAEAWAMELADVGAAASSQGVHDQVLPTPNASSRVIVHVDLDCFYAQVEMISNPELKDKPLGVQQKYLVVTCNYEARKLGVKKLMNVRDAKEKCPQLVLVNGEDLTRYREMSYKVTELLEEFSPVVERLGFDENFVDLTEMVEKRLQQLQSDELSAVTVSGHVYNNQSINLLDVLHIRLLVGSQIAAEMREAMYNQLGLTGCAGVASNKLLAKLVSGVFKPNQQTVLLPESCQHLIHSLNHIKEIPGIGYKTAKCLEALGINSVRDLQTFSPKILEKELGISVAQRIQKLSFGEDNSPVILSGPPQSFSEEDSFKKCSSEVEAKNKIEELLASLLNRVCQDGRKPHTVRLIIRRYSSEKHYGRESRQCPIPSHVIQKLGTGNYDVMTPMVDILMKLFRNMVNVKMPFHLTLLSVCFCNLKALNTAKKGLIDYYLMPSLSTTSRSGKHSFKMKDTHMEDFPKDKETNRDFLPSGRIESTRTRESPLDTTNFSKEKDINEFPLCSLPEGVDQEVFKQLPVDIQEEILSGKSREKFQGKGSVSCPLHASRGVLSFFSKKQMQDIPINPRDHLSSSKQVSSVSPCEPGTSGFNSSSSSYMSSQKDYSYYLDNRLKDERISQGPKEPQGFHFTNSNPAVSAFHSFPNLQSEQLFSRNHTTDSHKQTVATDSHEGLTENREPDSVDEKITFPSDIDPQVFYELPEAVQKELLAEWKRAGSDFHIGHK
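Fluorescent replication assay read twice, at 0 min and 10 min after adding 50 nM (final) substrate. Enzyme (10 nM) and compounds were first incubated 15 min at room temperature; enzyme-free buffer wells were negative controls.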
LDHA block: blocks human lactate dehydrogenase A | P00338 | purified LDHA, NADH/diaphorase-resazurin fluorescence; hits give low values | activity change, % (values are at about 110 or 230 µM) | 0.15% of 480,000 active; in the data active = activity change below about -30%; inconclusive = mostly about -25% to -30%;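 also: plate controls were DMSO wells for no effect and wells without enzyme for full effect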
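Enzyme activity of human lactate dehydrogenase 5 (2 nM; 0.06 mM NADH, 0.2 mM pyruvate, 5 min, RT) is measured via a resazurin/diaphorase fluorescence readout of residual NADH.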
Glioma ERSR ind: induces the endoplasmic reticulum stress response in human glioma cells; AID 602332; U87-MG GRP78 promoter luciferase reporter, 16 h; Potency, µM, for inactives: at the highest dose activation, hits mostly activators; 0.02% of 420,000 active; also: potency is read from the fitted curve at half-maximal effect; series mostly up to about 76 µM; % of control where 0% means no effect; nearly all actives have a fitted effect of over 35% in size
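ERSR induction read as luciferase luminescence (Bright-Glo, 10 min at room temperature) in stably transfected human U87-MG glioma cells exposed to compounds for 16 h, using GRP78 as sensor.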
Anesthetic bind: binds horse apoferritin like a general anesthetic. AID 485281. apoferritin/1-aminoanthracene competitive binding, fluorescence. Potency, µM (titrated, usually from 77.5 µM), without a hit: at the highest dose activity change, negative = displacement, most hits filed as inhibitors. 0.074% of 350,000 active; also: potency is read from the fitted curve at half-maximal effect; % is scaled to controls: 0 for no effect and ±100 for the full control effect; nearly all actives have a fitted effect of over 20% in size
Target sequence (P02791 2-175 limits assumed): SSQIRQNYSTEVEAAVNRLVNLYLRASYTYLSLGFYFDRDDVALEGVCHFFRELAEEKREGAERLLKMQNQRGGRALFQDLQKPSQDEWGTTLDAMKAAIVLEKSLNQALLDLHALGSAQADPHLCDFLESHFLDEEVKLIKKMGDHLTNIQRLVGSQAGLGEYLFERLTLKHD
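Steps: apoferritin (10 uM) was premixed with half-saturated 1-AMA in PBS, compounds were pin-transferred, plates stood 10 min at room temperature, fluorescence was read at 380/535 nm, and curves were fitted with a Hill equation.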
POLB inh: DNA polymerase beta (human) inhibition; Pol beta primer extension/strand displacement, fluorescence kinetic; Potency, µM (doses to about 114 µM), for the others: top-dose activity change, negative = inhibition, usual class: inhibitors; 1.3% of 340,000 active; also: potency is read from the fitted curve at half-maximal effect; % is scaled to controls: 0 for no effect and ±100 for the full control effect
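Preincubation: enzyme (10 nM) with compound, 15 min, RT. Reaction: substrate added to 50 nM final. Reads: 0 and 10 min. Analysis: normalized, Hill fit.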
Active calls of the source: *; ? = inconclusive; . = not tested or not shown; & = joins results of further samples; [ ] = another dose, or the depositor's remark. Unless noted, calls follow the shape of the dose curve; as a rule, active = well fitted curve in the direction sought with a large enough effect; inconclusive = small, poorly fitted or top-dose-only effect, or another doubt; inactive = no such curve, though single readings can be large; an effect the other way counts as inactive or inconclusive. A portion of the library, so the mix of outcomes need not match the whole.

Structure	BLM inh	Pol eta inh	LDHA block	POLB inh	Glioma ERSR ind	Pol kappa inh	Anesthetic bind	APE1 inh	POLI inh
Cc1ccccc1C(=O)NC1CCN(C(=O)NCc2ccccc2)CC1	-3%	-23%	2	-23%	-5%	6%	-16%	10%	102%[activator]
COc1ccnc(-n2cccc2C=O)c1C#N	-5%	9%	-10	1%	-1%	4%	-3%	1%	42%[activator]
CCc1ccc(C2=NN(CCC(=O)NCCc3ccccc3)C(=O)CC2)cc1	2%	-14%	3	?	-1%	-5%[60.1 µM]	?	.	6%
COc1cccc(/C=N/Nc2ccc([N+](=O)[O-])cc2)c1O	-10%	-12%	9	45µM*	-5%	-4%	-3%	-21%	20%
COc1ccc(C(=O)NN/C(C)=C/C(=O)C(F)(F)C(F)(F)C(F)(F)F)cc1	1%	-16%	-2	3%	3%	2%	-3%	14%	13%
COC(=O)/C(C(C)=O)=C(\C=C\N(C)C)N(C)C	-2%	-8%	-8	17%	-5%	-3%	5%	2%	24%
Cc1csc(NC(=O)CSc2nnc(-c3ccoc3C)n2CCc2ccccc2)n1	-1%	0%	-13	0%	-7%	-6%	?	-11%	-3%
Cc1ccc(OCCC(=O)OCC(=O)C(C)(C)C)cc1	-4%	-13%	-2	0%	2%	3%	-15%	3%	-10%
C/C(O)=C/c1nc2ccccc2[nH]c1=O	2%	-5%	-1	0%	-4%	-16%	-12%	0%	46%[activator]
CCOc1ccccc1OCCCNCc1ccccc1	-16%	-23%	-13	12%	-5%	-4%	-9%	1%	104%[activator]
COc1ccc(S(=O)(=O)N2CCC(C(=O)NCc3cccc(OC)c3)CC2)cc1	1%	-14%	-3	39%	0%	-28%	-19%	13%	-6%
CCOn1c(=O)c(-c2ccc(Cl)cc2)[n+]([O-])c2ccccc21	5%	-6%	-2	29%	-4%	-2%	-7%	4%	6%
CC(C)(C)NC(=O)/C(=C\C=C\c1ccccc1)NC(=O)c1ccc([N+](=O)[O-])cc1	0%	-6%	-5	29%	-1%	-3%	-17%	12%	11%
COC(=O)CCCC1=CC2=C(c3ccccc3)C(=O)C(C)(OC(=O)C3CCCC3)C(=O)C2=CN1CCc1ccccn1 (stereo not given)	-12%[12.4 µM]	-8%	10	22%	-2%	-18%	-17%	-4%[12.4 µM]	49%[activator]
CCOC(=O)c1c(NC(=O)C2=C(C)NC(=S)NC2c2ccccc2C(F)(F)F)sc(C)c1C (stereo not given)	1%	-19%	1	-1%	-2%	-11%	0%	3%	37%[activator]
COCc1nnc(NC(=O)c2ccc(S(=O)(=O)N(CC(C)C)CC(C)C)cc2)o1	-3%	-20%	2	-23%	-2%	-8%[60.1 µM]	-20%	-5%	14%
Cc1onc(-c2ccccc2)c1C(=O)N1CCN(C(=O)c2ccco2)CC1	3%	-6%	1	-2%	-4%	-1%	0%	0%	?
Cc1ccc(CN2CCC(CNS(=O)(=O)c3ccc(-c4ccc(=O)[nH]n4)s3)CC2)cc1	-14%	6%	0	0%	1%	-16%	-8%	-14%	12%
Cn1ccc(C(=O)Nc2ccc(Br)cc2Br)n1	-5%	10%	-4	-1%	-3%	-2%	-14%	5%	0%
Nc1c(C(=O)CSc2nnc(N3CCOCC3)n2-c2cccc(F)c2)c(=O)[nH]c(=O)n1C1CC1	.	-33%	-3	.	0%	-6%	.	-5%	27%
COc1ccc(Cl)cc1N(CC(=O)N1CCN(Cc2ccccc2)CC1)S(C)(=O)=O	0%	-4%	-8	?	-3%	4%	-17%	-2%	8%
Cc1ccc(C(=O)CCC(=O)OCC(=O)Nc2c(C)nn(-c3ccccc3)c2C)cc1	.	2%	-12	.	-5%	0%	.	-5%	24%
Cc1cc([N+](=O)[O-])nn1CC(=O)Nc1cccc2nonc12	-22%	?	3	?	-6%	-30%	-3%	?	68%[activator]
CC(C)(CNC(=O)C1CCCC1)CNC(=O)C1CCCC1	-4%	16%	3	-5%	-6%	-12%	3%	1%	7%
CCN1C(=O)N[C@@H](c2ccc(Br)cc2)C(C(C)=O)=C1C	0%[12.4 µM]	5%	-4	.	-1%	-6%	.	0%[12.4 µM]	10%
Cc1cccc(N2CCN(S(=O)(=O)c3c(C(=O)N4CCC(C)CC4)c(C)n(C)c3C)CC2)c1C	-5%	4%	-4	12%	-1%	-7%[60.1 µM]	?	.	-14%
CN(C)Cc1cc(C(C)(C)C)cc(N2CCOCC2)c1O	.	-18%	7	.	-4%	5%	.	.	49%[activator]
COc1ccc(-n2ncc3c2CC(C)(C)CC3NC(=O)CN2CCOC2=O)cc1 (stereo not given)	-1%	-20%	-6	9%	2%	-8%	-5%	?	-8%
O=C(CSc1ncn(-c2ccccc2)n1)Nc1nc2c(s1)CCCC2	-21%	50µM*	7	32µM*	0%	0%	?	?	25µM*
COCCNC(=O)c1ccc2c(Cl)c3c(nc2c1)CCC3	0%	-8%	-3	-14%	-6%	-8%	-2%	53%[activator]	60%[activator]

Three entries out of the list above, ordered by the value under LDHA block, smallest number first.
canonical_smiles	LDHA block
CC(C)(C)NC(=O)/C(=C\C=C\c1ccccc1)NC(=O)c1ccc([N+](=O)[O-])cc1	-5
Cc1ccc(OCCC(=O)OCC(=O)C(C)(C)C)cc1	-2
Cc1cc([N+](=O)[O-])nn1CC(=O)Nc1cccc2nonc12	3

The list goes on:
Structure	BLM inh	Pol eta inh	LDHA block	POLB inh	Glioma ERSR ind	Pol kappa inh	Anesthetic bind	APE1 inh	POLI inh
CN(C1CCCCC1)S(=O)(=O)c1ccc2c(c1)c(=O)c(C(=O)N1CCN(c3ccccc3F)CC1)cn2C	-2%	-17%	-8	-1%	-2%	-6%	-7%	.	33%[activator]
CN(C)c1ccc(/C=C/c2ccncc2)cc1	0%	5%	1&1	1%	4%&3%	-10%&-2%	12%	5%	41%&19%[activator]
Cc1cc(C(=O)CCl)c(C)n1CC1COc2ccccc2O1 (stereo not given)	-6%	?	-7	1%	-16%	3%	-21%	-1%	57%[activator]
O=C(Nc1nc2n(n1)C(c1ccccc1)C=C(c1ccccc1)N2)c1ccc(Cl)c([N+](=O)[O-])c1 (stereo not given)	-3%	?	0	-25%	-11%	-11%	?	.	23%
C/C(=N\O)c1sc(-c2ccccc2)nc1C	-3%	-19%	-4	16%	-2%	-3%	-18%	-1%	21%
O=S(=O)(c1cccs1)N1CCN(CCc2ccccc2)CC1	-2%	1%	-8	3%	-3%	-2%	-9%	9%	22%
COc1ccc(N2C(=O)CC(Sc3nc4ccccc4s3)C2=O)cc1 (stereo not given)	-10%	-17%	0	5%	-13%	0%	-17%	-3%	4%
Cc1cccc(CSCc2nnc(N)s2)c1	-1%	-18%	0	6%	1%	-13%	-9%	-11%	10%
CCN(CC)S(=O)(=O)c1cc(C)c(C)cc1Br	5%	7%	-4	14%	-3%	-6%	-5%	4%	-2%[58.9 µM]
COC(=O)c1nnn(-c2ccc(Br)cc2)c1C(=O)OC	-1%	-12%	-4	-12%	-5%	-21%	-7%	.	-5%
COc1ccc(C(C)(C)NC(=O)C2CCC(=O)N(C3CCCC3)C2)cc1OC (stereo not given)	-1%	-13%	-3	1%	-2%	-7%	-2%	-3%	1%
COC(=O)c1ccccc1NC(=O)CN(c1cc(OC)ccc1OC)S(C)(=O)=O	2%	-1%	0	5%	-3%	-3%	-10%	?	2%
C#CCOCCOCCOCCNc1nc(N2CCN(C(=O)Cn3cc(CCO)nn3)CC2)nc(N2CCN(C(=O)Cn3cc(CCO)nn3)CC2)n1	.	-4%	-2	.	-5%	8%	.	.	?
O=C(O)C1CCN(c2ccccc2[N+](=O)[O-])CC1	2%	-18%	1	0%	-2%	6%	-10%	-5%	62%[activator]
COc1ccc(CCC(C)NC(=O)Cc2ccc(OC)c(OC)c2)c(OC)c1 (stereo not given)	-5%	-7%	-7	28%	-5%	-3%	-6%	-3%	?
NC(=O)CC(NC(=O)c1ccc(Br)cc1)c1ccc(N2CCC(Cc3ccccc3)CC2)c([N+](=O)[O-])c1 (stereo not given)	-7%	-10%	-7	2%	-5%	-9%	-21%	12%	15%
COc1cccc(CNC(=O)COc2ccc(C(=O)c3ccccc3)cc2)c1	-4%	-13%	-10	2%	-3%	-7%	-4%	-9%	124%[activator]
CCn1cc(C(=O)O)c(=O)c2cc(F)c(N3CCN(C(=S)NC(=O)c4ccc(Br)cc4)CC3)cc21	1%	-13%	5	15%	0%	1%	-4%	?	74%[activator]
CC(OC(=O)CCN=C1NS(=O)(=O)c2ccccc21)C(=O)Nc1ccc(S(N)(=O)=O)cc1 (stereo not given)	.	5%	-11	.	-3%	-5%	.	3%	-2%
CC(=O)N1CCc2cc(S(=O)(=O)NC(Cc3ccccc3)C(=O)Nc3cc(C)ccn3)ccc21 (stereo not given)	-7%	-4%	-7	0%	-4%	-7%	-10%	1%	-11%
NN1C(=O)c2cccc3c(C(=O)O)ccc(c23)C1=O	5%	?	-3	11%	0%	-3%	-2%	-7%	-15%
Cc1ccc2c(C)c(C(=O)Nc3c(C)n(C)n(-c4ccccc4)c3=O)oc2c1	-4%	-7%	1	18%	-3%	-10%	-12%	4%	-3%
Cc1ccc(CN2CCS(=O)(=O)CC2)o1	-10%	-11%	1	2%	-1%	9%	-3%	-1%	-3%
COc1ccc(CCNC(=O)C(=O)NCC2CCNCC2)cc1OC	-1%	-8%	-1	2%	-5%	3%	6%	?	27%
Cc1ccc(N2CC(NC(=O)c3cccs3)CC2=O)cc1C (stereo not given)	-2%	-15%	-3	-9%	2%	-5%[60.1 µM]	-6%	.	5%
CCO/N=C/C1=C(O)C(C(=O)OC)C(C)(C)CC1=O (stereo not given)	0%	-2%	-9	11%	0%	1%	-1%	1%	59%[activator]

Screening results from PubChem BioAssay.
